Screening data as filed in PubChem.
SRC3 TRFRET art: TR-FRET artefact, counter-screen to PPARgamma/SRC-3 agonist assay | PPARgamma/SRC-3 format; hits give high values | TR-FRET ratio at 8 µM | actives 0.39% (n = 99,000); in the data active means TR-FRET ratio above about 2000; further: inactives centre near 1600; reference of the scale not given here
SRC1 TRFRET art: counter-screen for PPARgamma SRC-1 recruitment agonists: TR-FRET artefact | TR-FRET detection artefact counter-screen, emission ratio; hits give high values | TR-FRET ratio at 8 µM | actives 0.34% (n = 99,000) | AID 1051; in the data active means TR-FRET ratio above about 2300; further: inactives centre near 1800; reference of the scale not given here
* = called active by the depositor.

SMILES	SRC3 TRFRET art	SRC1 TRFRET art
O=C(Nc1c2c(nc3ccccc13)CCCC2)c1ccccc1Cl	1698	2003
CCOC(=O)c1ccc(NC(=O)CCNS(=O)(=O)c2ccc3c(c2)oc(=O)n3C)cc1	1373	1729
CC(=O)Cc1nsc(Nc2cccc(C)c2)n1	1621	1899
O=C(COC(=O)c1ccc(-c2ccccc2)cc1)Nc1ccccc1-c1ccccc1	1527	1638
CCCN1CCC(NC(=O)Nc2cc(Cl)ccc2OC)CC1	1503	1701
CC1CCN(c2ccc(NC(=O)c3ccccc3[N+](=O)[O-])cc2)CC1	1758	1835
CCN(CC)c1ccc(/C=c2\sc3nc4ccccc4n3c2=O)c(O)c1	4506*	5472*
Cc1cc(NC(=O)COC(=O)c2ccccc2S(=O)(=O)N(C)c2ccccc2)no1	1405	1635
CC(=O)NC(CCS(C)(=O)=O)C(=O)Nc1cc(C)ccc1C (centres undefined)	1685	2056
CCC(CC)c1nnc(NC(=O)c2ccc([N+](=O)[O-])cc2)s1	1442	1530
Cc1cccc(-n2c(N)cc(=O)nc2SCC(=O)Nc2cc(C)on2)c1	1569	1824
Cc1nc(N2CCN(c3ccccn3)CC2)c2c(C)c(C(=O)Nc3ccc(F)cc3)sc2n1	1961	1921
CC1(CC(=O)N/N=C/c2cc([N+](=O)[O-])c(O)cc2O)OCCO1	1591	1688
Cc1cc(C)c2nc(SCC(=O)NCCN3C(=O)CSC3=O)cc(C)c2c1	1816	1647
CC(C)N(C(=O)COC(=O)[C@H](C)NC(=O)c1ccco1)c1ccccc1	1828	1596
O=C(COc1ccccc1)Nc1ccc(CN2CCCCC2)cc1	1709	1710
Cc1ccsc1/C=N/N1CCN(Cc2ccccc2)CC1	1381	1388
CCN(c1ccc(OCC(=O)OCC(=O)c2c(N)n(C)c(=O)n(C)c2=O)cc1)S(=O)(=O)c1ccccc1	1602	1815
O=C(COC(=O)Cc1ccccc1F)Nc1cccc(S(=O)(=O)NC2=NCCCCC2)c1	1602	1926
Cc1[nH]c2ccccc2c1C(=O)CSc1ccccn1	1719	1806
O=S(=O)(Nc1ccc(N2CCCCC2)cc1)c1ccccc1	1577	1623
Cc1cc(C)c2[nH]c(=O)c(CN(Cc3cccs3)C(=S)NCC3CCCO3)cc2c1 (centres undefined)	1455	1747
Cc1cc(S(=O)(=O)NC(C)C)ccc1OCC(=O)Nc1ccc2c(c1)OCCO2	1596	1968
Cn1c2ccccc2n2c(=O)c(=O)n(CC(=O)N3CCCc4ccccc43)nc12	1618	1670
CC(C)NS(=O)(=O)c1ccc2c3c(cccc13)CC2	1623	1784
NNC(=O)CNS(=O)(=O)c1ccc([N+](=O)[O-])cc1	1741	1710
C=C1N(c2cccc(Cl)c2)C(=O)OC1(C)C	1527	1762
Cc1cc(N2CCC(N(C)C3CCCC3)CC2)nc2cc(O)ccc12	1886	2115
COc1ccc2nc(C)cc(SCC(=O)OC(C)C)c2c1	1655	2071
COC(c1ccccc1)c1nnc(CCC(=O)NCc2cccc(-n3cccn3)c2)o1 (centres undefined)	1659	1688
COc1nc(Nc2ccc(O)cc2)nc(OC(C(F)(F)F)C(F)(F)F)n1	1531	1915
Oc1c(C(Nc2ccccn2)c2ccccn2)ccc2cccnc12 (centres undefined)	1399	1768
C=C(C)Cn1c(CCn2c3ccccc3c3ccccc32)n[nH]c1=S	1735	1748
CCN(CC)NC(=O)Nc1ccccc1	1531	1817
COc1ccc(-c2csc(N3C(=O)C4C5c6ccccc6C(c6ccccc65)C4C3=O)n2)cc1 (centres undefined)	1499	1790
O=C(NCCCN1CCN(Cc2ccccc2)CC1)C1CCN(c2nnc(-n3cccc3)s2)CC1	1608	1925

Structural class: the entries above with two or more sulfur atoms (2)
SMILES	SRC3 TRFRET art	SRC1 TRFRET art
Cc1cc(C)c2nc(SCC(=O)NCCN3C(=O)CSC3=O)cc(C)c2c1	1816	1647
Cc1cc(C)c2[nH]c(=O)c(CN(Cc3cccs3)C(=S)NCC3CCCO3)cc2c1 (centres undefined)	1455	1747

New compounds follow
SMILES	SRC3 TRFRET art	SRC1 TRFRET art
Cc1ccc(CNC(=O)C2CCN(S(=O)(=O)c3ccc4c(c3)OCCCO4)CC2)cc1	1665	1835
Cc1cc(NC(=O)/C=C/c2ccc(Cl)cc2)no1	1708	2033
CCc1cccc2c(C(=O)CSc3nncn3C)c[nH]c12	1566	1755
CN(C)c1ccc(/C=N/NC(=O)c2ccc(Cn3cc(Br)cn3)o2)cc1	1701	1830
CC1(C)CC(=O)C=C(NC2=CC3OC(c4ccccc4)OCC3OC2=O)C1 (centres undefined)	1551	1816
Cc1cccc(C(=O)N2CCC(=O)N(C(COCc3ccccc3)Cc3ccccc3)CC2)c1 (centres undefined)	1631	1753
COc1ccc(/C=C/c2nnc(NC(=O)COc3ccc(C)cc3)s2)cc1	1508	1874
Cn1c(Cc2cccc3ccccc23)nnc1SCc1ccc([N+](=O)[O-])cc1	1468	1771
O=C(COc1ccc2ccccc2c1)NNC(=O)c1cccs1	1487	1511
CCCn1c(=O)c2ccccc2n2c(SCCOc3ccc(OC)cc3)nnc12	1644	1755
O=C1CC(c2nc3ccccc3[nH]2)CN1c1cccc(C(F)(F)F)c1 (centres undefined)	1599	1795
Cc1nc2ccccc2n1CC(=O)NN	1704	1945
CCCN(C(=O)c1ccco1)c1nnc(-c2ccccc2C)s1	1688	1616
CCCc1c(O)nc(SCC(=O)O)[nH]c1=O	1543	1491
O=C(NCC1CCCO1)C1CCN(S(=O)(=O)c2ccccc2)CC1 (centres undefined)	1528	1557
CCOC(=O)N1CCC(N(CCN(C)C)C(=S)Nc2cc(C)ccc2C)CC1	1792	1903
O=C(NC(N1CCOCC1)C(Cl)(Cl)Cl)c1cc([N+](=O)[O-])cc([N+](=O)[O-])c1 (centres undefined)	1738	1843
Cc1cc(CNC(=O)CC2C(=O)NCCN2Cc2ccccc2C(F)(F)F)nn1C (centres undefined)	1552	1681
Cc1oc(-c2cccs2)nc1CN1CCN(C(C)C)C(CCO)C1 (centres undefined)	1723	1694
CCCCC(=O)NC(=S)Nc1c(C)cc(Br)cc1C	1759	1799
CC(C)CN(CC(C)C)C(=O)COc1ccccc1C(N)=O	1582	1729
CC1(C)CC(=O)CC(=O)/C1=N\Nc1c(Cl)cc(Cl)cc1Cl	1701	1612
COc1cc(/C=N/OCC(=O)NC2CCCCC2C)ccc1OCc1ccc(Cl)cc1 (centres undefined)	1485	1736
Cc1cc(C)c(S(C)(=O)=O)c(N(C)NC(=O)c2c(F)cccc2F)n1	1467	1996
CC1(C)CC2CC(C)(CN2C(=O)c2ccc([N+](=O)[O-])cc2[N+](=O)[O-])C1 (centres undefined)	1789	1592
CCN(CC(=O)Nc1ccccc1OC)C(=O)COc1ccc2ccccc2c1	1726	1814
OCC(O)C1OC(Nc2ccc(Br)cc2)C(O)C1O (centres undefined)	1405	1500
COCCNC(=O)/C(C#N)=C/c1ccc(OC(=O)c2cccs2)c(OC)c1	1498	1828
Nc1cc(=O)[nH]c(SCC(=O)Nc2nnc(-c3ccccc3)s2)n1	1603	1903
c1ccc2sc(NC3=NCN(CCN4CCOCC4)CN3)nc2c1	1671	1830
Fc1ccc(N/N=C(/c2ccccc2)c2ccccn2)cc1	1598	1814
O=C(N/N=C/c1cccs1)c1ccc2ncccc2c1	1691	1636
COc1ccc(C(=O)c2cc3c(cc2[N+](=O)[O-])OCCO3)cc1	1705	2069
COC(=O)Cc1ccc(NC(=S)NC(C)(C)C)cc1	1553	1876
Cc1nn(-c2cccc(Cl)c2)c(Cl)c1/C=N/NC(=O)c1cccnc1	1744	1969
COc1ccc(Cc2noc(CN3CCNC(=O)CC3)n2)cc1OC	1601	1689
CC1CN(C(=S)SCCN2Cc3ccccc3C2=O)CC(C)O1 (centres undefined)	1610	1910
Cc1ccc(S(=O)(=O)CCC(=O)NCc2ccccc2)cc1	1720	1872
CCOc1ccccc1NC(=O)COC(=O)c1cccc(-c2ccc(OC(C)=O)cc2)c1	1479	1868
Cc1c(OCC(=O)N(C)C)ccc2c3c(c(=O)oc12)CCCCC3	1560	1694
CCC(CC)c1nnc(NC(=O)c2ccc(N3CCCCC3)c([N+](=O)[O-])c2)s1	1286	1540
COc1cccc(NC(=O)CC2C(=O)NCCN2C(=S)Nc2ccc(F)cc2)c1 (centres undefined)	1550	1694
O=S1(=O)CCN(Cc2ccc(Cl)c(C(F)(F)F)c2)CC1	1526	1663
COc1ccccc1NC(=O)c1cnc2c(-c3ccccc3)c(C)nn2c1C	1721	1864
CCOc1ccc(Nc2nnc(Cc3ccc(OC)cc3)c(=O)[nH]2)cc1	1574	1663
NNc1nc(-c2ccccc2)cc(-c2ccccc2)n1	1632	1829
CNC(=S)Nc1cc(C(F)(F)F)ccc1Cl	1547	1675
Cc1cc(C)c(NS(=O)(=O)c2ccc(NC(=O)CCC(=O)O)cc2)c(C)c1	1544	1841

Complete entries as entered above. Order of values: SRC3 TRFRET art, SRC1 TRFRET art
`O=S1(=O)CCN(Cc2ccc(Cl)c(C(F)(F)F)c2)CC1` is entered as 1526, 1663
`Cc1cc(C)c(NS(=O)(=O)c2ccc(NC(=O)CCC(=O)O)cc2)c(C)c1` is entered as 1544, 1841
`CCC(CC)c1nnc(NC(=O)c2ccc(N3CCCCC3)c([N+](=O)[O-])c2)s1` is entered as 1286, 1540
`NNc1nc(-c2ccccc2)cc(-c2ccccc2)n1` is entered as 1632, 1829
`CC1CN(C(=S)SCCN2Cc3ccccc3C2=O)CC(C)O1` (centres undefined) is entered as 1610, 1910

Following part
SMILES	SRC3 TRFRET art	SRC1 TRFRET art
O=[N+]([O-])c1cccc(-c2ccc(/C=N/Nc3nc(N4CCCCC4)nc(N4CCCCC4)n3)o2)c1	1307	1645
O=C(Cc1ccc(Cl)cc1)NCC(=O)N1CCCCC1	1449	1821
CN(C)S(=O)(=O)c1ccc(Cl)c(NC(=O)c2ccncc2)c1	1512	1736
COc1ccc(-c2coc3cc(OC)cc(OC)c3c2=O)cc1	1679	1862
COc1cccc(N2CCN(Cc3cccnc3)CC2)c1	1532	1768
Cc1ccc(/C=N/N2CCN(C3c4ccccc4-c4ccccc43)CC2)s1	1491	1652
CCOC(=O)C(C)Sc1ccc2nnc(CCNS(=O)(=O)c3ccccc3)n2n1 (centres undefined)	1267	1707
Cc1cccc(S(=O)(=O)NNC(=O)c2sc(C)nc2C)c1	1866	1606
CN(C)CCNC(=O)C(=O)C1C(=O)Nc2ccccc21 (centres undefined)	1738	1868
CCOC(=O)c1c(-c2ccc(-c3ccccc3)cc2)csc1NC(=O)CCN1CCOCC1	1391	1682
CC(C)CCN=CC1=C(O)CC(c2ccccc2)CC1=O (centres undefined)	1486	1887
CC(=O)c1c(C)[nH]c(C(=O)OC(C)C(=O)Nc2cc(S(=O)(=O)N3CCCCC3)ccc2Cl)c1C (centres undefined)	1622	1934
CNCCC=C1c2ccccc2CCc2ccccc21	1618	1684
CCSc1ccccc1C(=O)NCc1cccnc1	1696	1706
O=C(CCc1nc2ccccc2c(=O)[nH]1)OCC(=O)N1CCc2ccccc21	1506	1927
CC1=CC(C)(C)N(C(=O)CN2C(=O)CCC2=O)c2ccccc21	1499	1602
Cc1ccc2nc(SCC(=O)Nc3ccc(F)cc3F)[nH]c2c1	1547	1900
O=C(NNC(=S)Nc1ccccc1)NNC(=S)Nc1ccccc1	1576	1706
O=C1CC(N2CCN(c3ccccc3O)CC2)C(=O)N1Cc1ccccc1 (centres undefined)	1675	1703
O=C1NC(=O)/C(=C\c2ccc(OCc3cccc([N+](=O)[O-])c3)cc2)N1	1534	1815
CCCCC1=NN2CCS(=O)(=O)N=C2S1	1459	1727
O=[N+]([O-])c1ccccc1S(=O)(=O)n1cnc2ccccc21	1608	1753
CC(C)(C)c1nnc(SCC(=O)c2ccccc2)n(N)c1=O	1607	1769
Cc1ccc(-n2c(COc3ccccc3)n[nH]c2=S)cc1	1668	1583
CC1Cc2ccccc2N1C(=O)Cn1cnc2ccccc21 (centres undefined)	1640	2057
O=C(N/N=C/c1cccs1)c1cc(-c2cccc3ccccc23)n[nH]1	1524	2032
CC(=O)c1cccc(NC(=O)N2CCC(c3ccc(C)cc3)C2)c1 (centres undefined)	1344	1539
CCOc1cc(/C=N/NC(=O)c2cccnc2)ccc1OCC(N)=O	1641	1853
Nc1ccc(-c2cn3cccnc3n2)cc1	2118*	1719
Oc1c(C2=NCCNC(C(F)(F)F)=C2)ccc2ccccc12	1699	1818
COc1ccc(NC(=O)Nc2cccc(C(F)(F)F)c2)cn1	1496	1884
COc1ccc(-c2cc(C(F)(F)F)c3c(n2)sc2c(O)cc(=O)[nH]c23)c(OC)c1	1598	1804
Cc1csc(=Nc2ccccc2)n1CCCN1CCCC1=O	1614	2129
Cn1nc([N+](=O)[O-])c(C(C#N)c2ccccn2)c(Cl)c1=O (centres undefined)	1321	1688
CC1C=CCC2C(=O)N(c3ccc(OC(=O)c4ccco4)cc3)C(=O)C12 (centres undefined)	1805	1932
O=c1oc2ccccc2c(NCc2ccccc2F)c1[N+](=O)[O-]	1550	1853
COCC(=O)OCC(=O)Nc1cc(C)c(C)cc1[N+](=O)[O-]	1691	1629
c1ccc(CN2CCN(c3ncnc4nc[nH]c34)CC2)cc1	1908	2004
O=C(Nc1ccc(CN2CCCCC2)cc1)Nc1ccccc1Cl	1604	1632

Filtered by structure: the compounds so far with a furan ring, fused or not (five)
SMILES	SRC3 TRFRET art	SRC1 TRFRET art
CC(C)N(C(=O)COC(=O)[C@H](C)NC(=O)c1ccco1)c1ccccc1	1828	1596
CN(C)c1ccc(/C=N/NC(=O)c2ccc(Cn3cc(Br)cn3)o2)cc1	1701	1830
CCCN(C(=O)c1ccco1)c1nnc(-c2ccccc2C)s1	1688	1616
O=[N+]([O-])c1cccc(-c2ccc(/C=N/Nc3nc(N4CCCCC4)nc(N4CCCCC4)n3)o2)c1	1307	1645
CC1C=CCC2C(=O)N(c3ccc(OC(=O)c4ccco4)cc3)C(=O)C12 (centres undefined)	1805	1932

The list is partial; rates above refer to the full screens.
